Chronic BCR inh: qHTS Assay to Find Inhibitors of Chronic Active B-Cell Receptor Signaling. ABC-DLBCL IkBa-CBG/CBR reporter, luminescence ratio, 4 h. Potency, µM (doses to about 46.1 µM), for the others: at the top dose ratio change, negative = lower green/red ratio, usual class: inhibitors. 340,000 compounds, 0.05% hits; active means well fitted inhibition curve with a large enough effect in the signal ratio, with a control signal flat, not every such curve was filed as active; inconclusive means small, poorly fitted or top-dose-only effect, or effect the other way, or a change in a side signal; the % refers to the signal ratio;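 further: potency means the concentration at half of the fitted maximal effect; plate controls were basal doxycycline-induced cells for no effect and cells given 10 µM MG132 for full effect; MG132 reads +100%, hits lower the ratio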
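Compounds up to 46 uM were incubated four hours with TMD8 cells whose green CBG68 luciferase is fused to IkappaBalpha; red CBR luminescence normalised the signal, and concentration-effect curves were fitted to fusion, red and ratio data.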
AT treatment: qHTS Assay for Identifying a Potential Treatment of Ataxia-Telangiectasia | […] A-T fibroblasts, KAP-1 phosphorylation AlphaLISA; neocarzinostatin DNA damage 30 min before lysis | Potency, µM (top dose mostly 57.5 µM), inactives show at the highest dose activation, actives largely listed as activators | AID 485349, 2010 | 320,000 compounds, 0.19% hits; further: potency means the concentration at half of the fitted maximal effect; % of control where 0% means no effect; nearly all actives have a fitted effect of over 45% in size
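hTERT-immortalized A-T patient fibroblasts ([…]), 500 cells/well in OPTI-MEM, 1% FBS, got compounds for 60 min, then NCS for 30 min at 37C. Lysates were then assayed for phospho-KAP-1 by AlphaLISA (anti-pKAP1 donor, anti-KAP1 acceptor beads), 6 hr at 25C.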
Mito fusion yeast: qHTS Assay for Small Molecule Inhibitors of Mitochondrial Division or Activators of Mitochondrial Fusion. 320,000 compounds, 0.23% hits. S. cerevisiae fusion-defective mutant growth rescue, CellTiterGlo 48 h. Potency, µM (highest dose often 46.1 µM), for the others: at the top dose growth rescue (activation), usual class: activators. AID 485298, 2010;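 further: potency means the concentration at half of the fitted maximal effect; % of control where 0% means no effect; nearly all actives have a fitted effect of over 45% in size; temperature-sensitive fusion mutants such as fzo1-1 at 37 °C on non-fermentable ethanol glycerol medium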
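Temperature-sensitive fusion-defective S. cerevisiae (e.g. fzo1-1, mgm1-5) were grown with compound in YPEG medium (3% ethanol, 3% glycerol) for 48 hours at 37C. Growth rescue was measured as viability by CellTiterGlo luminescence after 10 minutes at ambient.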
TCR act: Activators of T cell receptors: qHTS campaign. primary human leukocytes, anti-CD3, IL-2 HTRF, 48 h. Potency, µM (series often up to 9.22 µM), inactives show top-dose activation of IL-2 secretion, usual class: activators. 330,000 tested, under 10 active. AID 504894, 2011; further: % of control where 0% means no effect
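48 hr co-incubation of compounds, a-CD3 beads and primary human leukocytes; IL-2 quantified homogeneously by HTRF with anti-IL-2 K and d2 conjugates.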
S-ASM inh: Inhibitors of Secretory Acid Sphingomyelinase (S-ASM): qHTS | placental ASM, HMU-PC fluorogenic substrate, 60 min | Potency, µM (series often up to 57.5 µM), for the others: top-dose activity change, negative = inhibition, actives largely listed as inhibitors | 340,000 compounds, 0.006% hits; further: potency means the concentration at half of the fitted maximal effect
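Fluorogenic HMU-PC substrate (9 uM final) is turned over by placental ASM in 60 min at 37 C after a 10 min compound preincubation. Reaction ended by alkaline stop (pH 10), with fluorescence read at 386/447 nm.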
ELG1 DNA repair: qHTS screen for small molecules that inhibit ELG1-dependent DNA repair in human embryonic kidney (HEK293T) cells expressing luciferase-tagged ELG1. AID 504467, 2011. Potency, µM (doses to about 46.1 µM), for inactives: at the top dose activity change, negative = inhibition, hits mostly inhibitors. HEK293T ELG1-luciferase reporter, luminescence, 16 h; DNA damage induced by 5-fluorouridine. 330,000 compounds, 2.3% hits; further: potency means the concentration at half of the fitted maximal effect; on the % scale 0 is the no-effect control and ±100 the full control effect; nearly all actives have a fitted effect of over 55% in size
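Overnight (16 hr) co-exposure of 2,000 cells/well to 5-fluorouridine and compound at 37 °C preceded detection. Luciferase was quantified via ONE-Glo luminescence; loss of signal denotes inhibition.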
Integrin act MD: qHTS for Activators of Integrin-Mediated Alleviation for Muscular Dystrophy; alpha7betagal myoblasts, beta-gal FDG fluorescence, 48 h; AID 624291, 2012; 350,000 compounds, 0.064% hits; Potency, µM (highest dose often 38.3 µM), inactives show at the top dose activation, usual class: activators;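 further: potency means the concentration at half of the fitted maximal effect; 100% = response of the positive control SU9516; nearly all actives have a fitted effect of over 60% in size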
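alpha7betagal+/- myoblasts (passage 13, 250/well) treated 48 h at 37C with compounds at 1:260 dilution of DMSO stock. Lysed, then beta-galactosidase activity read as FDG fluorescence (ex 480/em 540) after 30 min, with pre-read for autofluorescence.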
TSHR antagonist: Antagonists of the Thyroid Stimulating Hormone Receptor: HTS campaign; TSHR-expressing cells, TSH-stimulated cAMP HTRF, 2 h; hits give low values; activity change, negative = inhibition, % at 11.5 µM; 330,000 compounds, 0.2% hits; AID 504810, 2011;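 active means activity change below a set negative limit, meaning inhibition stronger than a set level, cut at about -70% in these data; inconclusive means activity change between two set negative limits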; further: on the % scale 0 is the no-effect control and ±100 the full control effect
Target sequence (P16473 whole entry, looked up): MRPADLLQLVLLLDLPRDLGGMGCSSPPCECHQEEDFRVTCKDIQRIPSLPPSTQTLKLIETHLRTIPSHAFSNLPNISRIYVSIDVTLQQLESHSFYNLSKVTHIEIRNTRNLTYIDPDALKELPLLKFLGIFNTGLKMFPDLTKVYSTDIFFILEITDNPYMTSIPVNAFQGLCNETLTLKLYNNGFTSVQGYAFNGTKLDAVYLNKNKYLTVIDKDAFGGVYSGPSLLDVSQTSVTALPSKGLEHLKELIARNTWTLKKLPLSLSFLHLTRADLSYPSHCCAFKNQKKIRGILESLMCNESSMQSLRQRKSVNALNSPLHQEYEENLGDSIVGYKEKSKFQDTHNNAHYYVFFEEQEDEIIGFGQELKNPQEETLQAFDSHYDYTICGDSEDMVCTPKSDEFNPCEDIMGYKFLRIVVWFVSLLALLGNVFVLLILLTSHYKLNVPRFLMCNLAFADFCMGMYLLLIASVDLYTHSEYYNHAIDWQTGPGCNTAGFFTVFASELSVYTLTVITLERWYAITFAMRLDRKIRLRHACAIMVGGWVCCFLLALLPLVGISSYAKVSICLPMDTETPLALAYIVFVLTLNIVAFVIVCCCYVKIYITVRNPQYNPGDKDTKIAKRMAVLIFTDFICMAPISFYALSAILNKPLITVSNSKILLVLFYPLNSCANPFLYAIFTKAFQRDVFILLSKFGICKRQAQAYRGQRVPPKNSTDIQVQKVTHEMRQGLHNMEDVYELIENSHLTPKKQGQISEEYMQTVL
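Antagonism was scored as loss of TSH-driven cAMP in TSHR cells, stimulated with 4nM TSH (EC80) for 2 hours at 37 deg C and detected by homogeneous HTRF competition immunoassay.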
TSG101-PTAP inh: qHTS Assay for Iinhibitors of HIV-1 Budding by Blocking the Interaction of PTAP/TSG101. AID 493005, 2010. Potency, µM (series often up to 115 µM), without a hit: at the highest dose activity change, negative = inhibition, actives largely listed as inhibitors. Fluorescence polarization, FITC-PTAP peptide / Tsg101 binding. 340,000 tested, under 10 active; active means well fitted inhibition curve with a large enough effect in the main read-out, with a control signal flat, not every such curve was filed as active; inconclusive means small, poorly fitted or top-dose-only effect, or effect the other way, or a change in a side signal; inactive means no such curve, though single readings can be large or run the other way; further: potency means the concentration at half of the fitted maximal effect; % of control where 0% means no effect
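Compounds were pin-transferred onto Tsg101 binding domain (10 uM final) in HEPES pH 7.5 buffer, then FITC-PTAP peptide was added at 50 nM final. After 20 min at RT, polarization reported peptide displacement across a qHTS concentration series.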
Eya2 inh: qHTS Assay for Inhibitors of the Phosphatase Activity of Eya2; Protein phosphatase EYA2 (Homo sapiens), O00167; recombinant Eya2, OMFP fluorescence dephosphorylation (OMFP is methylfluorescein phosphate); Potency, µM (doses to about 76.9 µM), for the others: top-dose activity, negative = inhibition, actives largely listed as inhibitors; 330,000 compounds, 0.006% hits; further: potency means the concentration at half of the fitted maximal effect; on the % scale 0 is the no-effect control and ±100 the full control effect
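Eya2 (0.2 uM) preincubated 10 min at ambient with compound, then OMFP substrate added at 50 uM; 10 min reaction in 50 mM HEPES pH 7.5, 50 mM NaCl, 5 uM MgCl2, 0.05% BSA, 1 mM DTT. Fluorescence read at Ex 485/Em 525 nm.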
Tb PFK inh: qHTS Assay to Find Inhibitors of T. brucei phosphofructokinase. 330,000 compounds, 0.17% hits. T. brucei PFK, ADP-Glo luminescence. ATP-dependent 6-phosphofructokinase (Trypanosoma brucei brucei), O15648. AID 485367, 2010. Potency, µM (highest dose often 57.5 µM), inactives show at the highest dose activity, negative = inhibition, actives largely listed as inhibitors;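 further: potency means the concentration at half of the fitted maximal effect; 0% = uninhibited 1x PFK enzyme wells and -100% = no-enzyme wells; nearly all actives have a fitted effect of over 60% in size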
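Compounds were pin-transferred as a titration series up to 57 uM into substrate buffer (0.5 mM F6P, 0.1 mM ATP, pH 8.0), then 1.25 nM PFK was added and reactions ran 45 min before ADP-Glo detection.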
An asterisk follows results filed as active; ? = inconclusive; · = no result given; [ ] = dose if it differs, or a comment. Unless noted, the call rests on the fitted dose curve; in most records, active means well fitted curve in the direction sought with a large enough effect; inconclusive means small, poorly fitted or top-dose-only effect, or another doubt; inactive means no such curve, though single readings can be large; an effect the other way counts as inactive or inconclusive. The order is random; overall some 3.2% were active at least once.

SMILES	Chronic BCR inh	AT treatment	Mito fusion yeast	TCR act	S-ASM inh	ELG1 DNA repair	Integrin act MD	TSHR antagonist	TSG101-PTAP inh	Eya2 inh	Tb PFK inh
CCOc1cc(NC(=O)c2cccs2)c(OCC)cc1NC(=O)c1ccccn1	6%	1%	-1%	1%	103%[activator]	-2%	9%	-10	-3%	1%	0%
O=C1CSC(c2ccncc2)N1Cc1ccc(F)cc1 (configuration not stated)	-9%	0%	0%	-1%	1%	0%	18%	16	-4%	-25%	0%
CC(C)(C)c1ccc(OCC(=O)NNC(=S)NC(=O)c2ccccc2[N+](=O)[O-])c(Br)c1	-3%	-8%	-10%	-1%[46.1 µM]	-2%	5%	-13%	8	-8%	5%	7%
COc1ccc([N+](=O)[O-])cc1NC(=O)CCN1CCN(c2ccccc2)CC1	12%	-1%	-5%	-16%	0%	8%	-10%	2	-3%	7%	-3%
CC(=O)Nc1ccc2oc(C)nc2c1	1%	1%	-5%	1%	-2%	-8%	10%	4	-1%	4%	-6%
O=C(CNC(=O)c1ccc(C(F)(F)F)cc1)NC1CC1	?	-3%	·	-3%	7%	3%	-20%	-4	-3%	-35%	0%
Cc1cccc(C(=O)NCCC(=O)Nc2ccc(F)c([N+](=O)[O-])c2)c1	?	-2%	-6%	-9%	-1%	3%	-14%	10	-2%	?	-3%
CCCCN1CC(O)=C(c2nc3ccccc3[nH]2)C1=N	-4%	9%	-6%	-3%	1%	?	-8%	13	-2%	-12%	-16%
CCc1ccccc1-n1nnc(-c2ccccc2)n1	5%	23%	-28%	-6%	-1%	-6%	12%	-15	0%	?	0%
COc1ccc(C2C(C(=O)Nc3ccccn3)=C(C)Nc3ncnn32)c(OC)c1 (configuration not stated)	-8%	-6%	-5%	6%	68%[activator]	17%	-3%	7	-8%	10%	-11%
N#Cc1ccc(CN2CCN(C(=O)c3ccccc3)CC2)c(Cl)c1	-1%	3%	-6%	0%	3%	-16%	-24%	-8	-4%	2%	-6%
NC(=O)c1c(NC(=O)CSc2nc3c(c(C(F)(F)F)n2)CCc2ccccc2-3)sc2c1CCCC2	-1%	5%	-1%	-1%	1%	-1%	-5%	2	-2%	11%	-3%
CN(C)CCCNC(=O)c1cc2sc3ccccc3c2s1	?	3%	-4%	-4%	-2%	?	-66%[inhibitor]	16	-8%	10%	0%
Cc1ccc2c(c1)[nH]c1c(N3CCN(Cc4ccc5c(c4)OCO5)CC3)ncnc12	0%	8%	4%	·	·	-16%	·	-7	·	-7%	2%
COc1ccc(N2CC(O)(c3ccc(F)cc3)[N+]3=C2CCCC3)cc1 (configuration not stated)	0%	1%	-14%	-12%	-2%	3%	-49%[inhibitor]	13	-12%	-4%	0%
CCOc1ccc(N/C(C)=C/C(=O)c2ccc3c(c2)OCCO3)cc1	4%	-7%	-7%	-1%	4%	?	-24%	9	-1%	17%	-6%
CCCCCCC(=O)Nc1cc2c(C)cc(=O)oc2cc1C	12%	-3%	-4%	0%	3%	5%	27%	-2	-11%	-8%	-1%
Cn1cccc1/C=N/NC(=O)c1cccnc1	?	-1%	0%	6%[46.1 µM]	-1%	11%	18%	-2	0%	0%	0%
CCC(Sc1nc(=O)cc(N)n1CCc1ccccc1)C(=O)Nc1cc(C)on1 (configuration not stated)	-1%	-6%	-8%	-4%	0%	-11%	6%	-3	-2%	3%	-1%
CCOC(=O)N1CCC2(CC1)CC(=O)c1cc(O)ccc1O2	2%	2%	1%	3%	4%	-5%	-6%	1	-4%	-15%	-2%
O=C(NC1CCN(Cc2ccccc2)C1)c1cc(S(=O)(=O)N2CCOCC2)ccc1Cl (configuration not stated)	0%	3%	0%	1%	1%	-1%	?	28	-2%	1%	-8%
COc1ccc([C@H]2CC(=O)C=C(c3ccc4[nH]ccc4c3)C2)cc1OC	?	-6%	18%	-1%	-3%	-28%	19%	8	0%	15%	-4%
Cc1cc(S(=O)(=O)Nc2cccnc2)c(Cl)cc1Cl	4%	-7%	0%	-4%	-2%	13%	36%	-42	-5%	5%	1%
CCCc1cc(=O)n2[nH]c(-c3ccc(C)cc3)cc2n1	?	12%	-1%	2%	0%	?	9%	13	0%	17%	-1%
CCOc1ccc(C2SCC(=O)N2c2c(C)n(C)n(-c3ccccc3)c2=O)cc1 (configuration not stated)	-1%	-1%	4%	1%	-1%	3%	5%	-4	1%	0%	-3%

Three structures already listed, sorted by formula weight, falling.
SMILES	Chronic BCR inh	AT treatment	Mito fusion yeast	TCR act	S-ASM inh	ELG1 DNA repair	Integrin act MD	TSHR antagonist	TSG101-PTAP inh	Eya2 inh	Tb PFK inh
CCOc1cc(NC(=O)c2cccs2)c(OCC)cc1NC(=O)c1ccccn1	6%	1%	-1%	1%	103%[activator]	-2%	9%	-10	-3%	1%	0%
COc1ccc(N2CC(O)(c3ccc(F)cc3)[N+]3=C2CCCC3)cc1 (configuration not stated)	0%	1%	-14%	-12%	-2%	3%	-49%[inhibitor]	13	-12%	-4%	0%
CC(=O)Nc1ccc2oc(C)nc2c1	1%	1%	-5%	1%	-2%	-8%	10%	4	-1%	4%	-6%

Next structures.
SMILES	Chronic BCR inh	AT treatment	Mito fusion yeast	TCR act	S-ASM inh	ELG1 DNA repair	Integrin act MD	TSHR antagonist	TSG101-PTAP inh	Eya2 inh	Tb PFK inh
COc1cc(OC)c(C2C(C(=O)Nc3ccccc3)=C(C)Nc3ncnn32)cc1OC (configuration not stated)	4%	-2%	1%	-2%	9%	6%	5%	-7	-5%	1%	0%
Cc1ccc(S(=O)(=O)N2CCCCC2)cc1C(=O)Nc1ccc(N2CCOCC2)cc1	0%	4%	1%	-3%	0%	0%	-14%	0	-5%	13%	1%
CCOC(=O)C1CN(S(=O)(=O)c2ccc(C)cc2)c2ccccc2O1 (configuration not stated)	-1%	-3%	-4%	8%	-1%	-1%	36%	-9	-3%	1%	0%
CCn1cc(C(=O)Nc2ccc(OC)c(OC)c2)c2cc(OC)c(OC)cc2c1=O	?	-2%	0%	0%	0%	?	-33%	-5	-6%	8%	-7%
CC(=O)Nc1nc(SCC(=O)NCC2CCCO2)[nH]c(=O)c1NC(=O)c1cccs1 (configuration not stated)	-5%	7%	0%	-15%	0%	9%	-15%	0	-3%	-1%	-3%
Oc1ccc(-c2ccccc2)cc1CN1CCCCCC1	?	0%	0%	0%	3%	1%	-11%	-4	0%	5%	3%

Part of the list above in another layout:
Screens in order: Chronic BCR inh	AT treatment	Mito fusion yeast	TCR act	S-ASM inh	ELG1 DNA repair	Integrin act MD	TSHR antagonist	TSG101-PTAP inh	Eya2 inh	Tb PFK inh
CCOC(=O)C1CN(S(=O)(=O)c2ccc(C)cc2)c2ccccc2O1 (configuration not stated)
    -1%	-3%	-4%	8%	-1%	-1%	36%	-9	-3%	1%	0%
CCn1cc(C(=O)Nc2ccc(OC)c(OC)c2)c2cc(OC)c(OC)cc2c1=O
    ?	-2%	0%	0%	0%	?	-33%	-5	-6%	8%	-7%
CC(=O)Nc1nc(SCC(=O)NCC2CCCO2)[nH]c(=O)c1NC(=O)c1cccs1 (configuration not stated)
    -5%	7%	0%	-15%	0%	9%	-15%	0	-3%	-1%	-3%
Oc1ccc(-c2ccccc2)cc1CN1CCCCCC1
    ?	0%	0%	0%	3%	1%	-11%	-4	0%	5%	3%

Bioassay records from PubChem.
